# Screening data from PubChem BioAssay.
# M. tuberculosis GlmU: inhibition of mycobacterial GlmU enzyme – biochemical, glucosamine-1-phosphate acetyltransferase (AID 1376). 220,000 tested, 0.25% active. M. tuberculosis GlmU acetyltransferase enzyme assay; higher % means a stronger effect. one-dose inhibition, %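 (tested at 30 µM in the primary screen)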; IC50 in µM for titrated hits; in the data active = inhibition above about 13%;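 note: 0% = complete reaction with vehicle and 100% = reaction without substrate; strong numbers were not always called active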
# Mtb RmlCD inh: blocks M. tuberculosis RmlC and RmlD coupled enzymes; RmlC+RmlD coupled enzyme assay, percent inhibition; primary screen in compound mixtures; inhibition, % at 3.6 µM; 160,000 tested, 0.03% active; in the data active = inhibition mostly above about 34%, no sharp cut-off; note: some results filed as inactive read as strong as hits
# Target sequence (P9WH09 whole entry, looked up): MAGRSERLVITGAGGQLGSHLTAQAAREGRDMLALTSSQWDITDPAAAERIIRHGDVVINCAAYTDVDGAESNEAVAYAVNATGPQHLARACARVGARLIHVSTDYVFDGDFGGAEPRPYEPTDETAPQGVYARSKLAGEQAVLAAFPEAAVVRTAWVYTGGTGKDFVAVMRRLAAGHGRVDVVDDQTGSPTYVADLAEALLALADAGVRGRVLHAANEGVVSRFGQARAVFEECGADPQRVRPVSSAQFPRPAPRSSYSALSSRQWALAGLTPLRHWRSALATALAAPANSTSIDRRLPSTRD
# Target sequence (P9WH11 whole entry, looked up): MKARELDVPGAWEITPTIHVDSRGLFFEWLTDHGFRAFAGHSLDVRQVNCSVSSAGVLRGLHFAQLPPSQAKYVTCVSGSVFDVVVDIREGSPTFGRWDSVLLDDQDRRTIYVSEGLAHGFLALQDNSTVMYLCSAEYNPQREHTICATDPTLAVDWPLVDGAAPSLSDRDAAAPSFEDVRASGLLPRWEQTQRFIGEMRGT
# The depositor's hits bear a star; . = no result given; & = joins results of further samples. A portion of the library (hit frequency here may not be typical).
mol	M. tuberculosis GlmU	Mtb RmlCD inh
COc1ccc(-n2c(Cc3cccn3C)nnc2SCC(=O)Nc2ccc(C)c(Cl)c2)cc1	8.1%	-9.1
O=C(Nc1cc(Sc2ccccn2)cc([N+](=O)[O-])c1)c1cccc(F)c1	-6.3%	2.5
CCN1C(=O)c2cccc3c(NC(=O)c4ccccc4)ccc1c23	-0.7%	.
Cc1cc(SCNC(=O)c2ccccc2)ncn1	-0.6%	27.6
COc1ccccc1NC(=O)/C(=N/OCc1ccc(F)cc1)C(C)=O	-3.1%	19.4
CN(C)C(=O)c1cnc(Sc2ncc(C(F)(F)F)cc2Cl)n1C	0.0%	35.3
Cc1c(Cl)cnc(NC(=O)COC(=O)C(NC(=O)c2ccco2)C(C)C)c1Cl (stereo unspecified)	6.7%	-5.3
CCOC(=O)C1(CCc2ccccc2)CCN(C(=O)CN2CCOC2=O)CC1	3.5%	.
CC(C)COC(=O)C(C)Nc1n[nH]c(=S)[nH]c1=O (stereo unspecified)	2.6%	-14.1
CCc1nnc(NC(=O)CSc2nnc(CNc3ccc(Cl)cc3)o2)s1	4.0%	21.9
O=C(O)c1ccc(N2C(=O)CC(SC(=NCc3ccc4c(c3)OCO4)Nc3ccccc3)C2=O)cc1 (stereo unspecified)	3.6%	-3.2
COC(=O)N/N=C\c1c(C)[nH]n(-c2ccccc2)c1=O	-0.1%	9.6
CN(C)C(=O)CSc1cccc2cccnc12	-3.4%	14.3
CCC(CC)C(=O)N=C1SC2CS(=O)(=O)CC2N1CCc1ccc(OC)c(OC)c1 (stereo unspecified)	1.6%	-7.6
Cc1[nH]n(-c2ccccc2)c(=O)c1CCOC(=O)c1ccc(C(F)(F)F)cc1	0.0%	.
CC1(C)C2CCC(C2)C1(C)NC(=O)CN1CCOCC1 (stereo unspecified)	-8.5%	0.4
Cc1nn(Cc2ccc(F)cc2)c(C)c1NC(=O)CCCn1nc([N+](=O)[O-])cc1C	-6.6%	-4.1
CCC1CC2CC(NC(C)=O)C1C2 (stereo unspecified)	1.4%	.
CC(C)CNC(=O)NC(=O)COC(=O)Cn1cnc2ccccc2c1=O	-2.1%	.
COc1ccc(CCNC(=O)C2CCN(S(=O)(=O)c3cccc4nsnc34)CC2)cc1OC	-2.8%	5.3
CC(N=C1NS(=O)(=O)c2ccccc21)c1ccccc1 (stereo unspecified)	4.9%	-10.8
Cc1cc(N)n(-c2ccc(S(N)(=O)=O)cc2[N+](=O)[O-])n1	4.3%	11.3
O=C1CCCC2=C1C(c1ccc(O)c(Br)c1)C1=C(CCCC1=O)N2c1ccccc1	-2.4%	3.7
CN1CCN(CCCN2c3ccccc3Sc3ccc(C(F)(F)F)cc32)CC1	-8.0%	7.5
CC(C)c1ccc(NC(=O)CSc2nnc(-c3ccccn3)n2C)cc1	.	6.6
COc1ccc(/C=C2\CCC(C3CCCC3)C2=O)cc1Cn1cccn1 (stereo unspecified)	2.6%	.
CC1(C)N=C(C(=O)c2ccccc2)N(O)C1(C)O (stereo unspecified)	-5.2%	.
Fc1ccc(C(OCCN2CCCC2)c2ccc(Br)cc2)cc1 (stereo unspecified)	-3.5%	.
CN1CCN(C(=O)C2(NC(=O)Nc3ccccc3Cl)CCCCC2)CC1	-0.6%	.
Cc1ccc(CN(c2ccc(C(=O)N3CCOCC3)cc2)S(C)(=O)=O)cc1	6.3%	10.5
Cc1cc(=O)oc2cc(OCC(=O)OCC(=O)N(CCC#N)c3ccccc3)ccc12	-0.1%	-8.7
CC(=O)c1nc2ccccc2n1CCc1ccccc1	-1.0%	9.5
COc1ccccc1CC(NC(C)=O)C(=O)NC1CCN(c2nnnn2-c2ccccc2)CC1 (stereo unspecified)	5.7%	.
Cc1ccc(C(=O)COC(=O)CCC(=O)Nc2ccccc2Cl)cc1[N+](=O)[O-]	-4.1%	7.9
CC(C)NC(=O)c1ccc(N2CCOCC2)nc1	-4.8%	0.4
COc1ccccc1S(=O)(=O)Cc1ccc(C(=O)NCCN2CCCC2)o1	10.1%	-10.8
CCOC(=O)c1cnc(SCC(=O)Nc2sc(C)c(C)c2C#N)nc1N	-1.6%	6.7
NC(=O)COC(=O)c1ccc2c(c1)S(=O)(=O)N=C1CCCCCN12	-0.3%	2.3
CC(/C=C/c1ccccc1)=N\Nc1nc(-c2ccccc2)cs1	5.7%	-2.7
O=C(CSc1ccc(-c2ccccc2)nn1)N1CCCCC1	-6.1%	4.4
CC(C)Nc1nnc(SCC(=O)c2c(N)n(Cc3ccccc3)c(=O)n(C)c2=O)s1	-1.7%	-8.9
CCOC(=O)N1CCN(CC(=O)Nc2ccc([N+](=O)[O-])cc2C(=O)Nc2ccccc2F)CC1	-5.7%	-6.3
CC12CCC(C(=O)NCCN3CCCCC3)(CC1=O)C2(C)C (stereo unspecified)	2.8%	49.2
Oc1c(Cl)cc(Cl)cc1C=Nc1ccc(Br)cc1	5.3%	.
Cc1cccn2c(=O)c(C=Nc3ccccc3)c(NCCO)nc12	1.9%	54.5*

# Whole records, quoted from the list. Screens in order: M. tuberculosis GlmU	Mtb RmlCD inh
# `NC(=O)COC(=O)c1ccc2c(c1)S(=O)(=O)N=C1CCCCCN12` in the list: -0.3%	2.3
# `Cc1ccc(C(=O)COC(=O)CCC(=O)Nc2ccccc2Cl)cc1[N+](=O)[O-]` in the list: -4.1%	7.9
# `COc1ccccc1CC(NC(C)=O)C(=O)NC1CCN(c2nnnn2-c2ccccc2)CC1` (stereo unspecified) in the list: 5.7%	.

# Carrying on.
mol	M. tuberculosis GlmU	Mtb RmlCD inh
O=C(CCCCCN1C(=O)CCC1=O)Nc1ncn[nH]1	3.4%	6.3
O=C(c1cn(CC(=O)N2CCCC2)c2ccccc12)C1CCCCC1	-1.5%	7.9
COc1ccc(C(=O)CSc2ccc(-c3ccco3)nn2)cc1	-0.4%	11.2
O=C(OCc1nc(-c2ccccc2)oc1COC(=O)c1ccco1)c1ccco1	-1.1%	-2.3
CCc1nccn1CCC(=O)N1CCc2c([nH]c3ccccc23)C1CC(C)C (stereo unspecified)	0.7%	5.5
CC1(C)CC(=O)C(C=NCCN2CCN(C(=O)CCl)CC2)=C(O)C1	8.2%	7.9
CC(C)OC(=O)c1ccc(Cn2nnc3ccccc3c2=O)cc1	0.5%	-8.1
Cc1cc(C(=O)N/N=C/c2ccc3c(c2)OCO3)c(C)o1	4.7%	7.6
CC(C)N(Cc1ccccc1)C(=S)Nc1ccc(OC(F)F)cc1	-3.9%	-5.4
COc1cccc(-c2cc(C(F)(F)F)n3nc(C(=O)N4CCC5(CC4)OCCO5)cc3n2)c1	1.2%	8.2
Cc1ccc(O)c(C(=O)/C=C/c2ccc3c(c2)OCCCO3)c1	-3.1%	6.4
CCCn1c(SCC(=O)NCCc2ccc(Cl)cc2Cl)n[nH]c1=O	7.8%	.
CN(C)CC[C@@H](c1ccc(Br)cc1)c1ccccn1	-1.7%	.
Cc1ncc([N+](=O)[O-])n1CCOC(N)=O	-4.4%	-4.6
CCC1CCC(NC2CCCCNC2=O)CC1 (stereo unspecified)	0.3%	.
Cc1ccc(CNC(=O)c2ccc(CN3CCOCC3)cc2)cc1	2.8%	-32.5
CC(/C=N/N1CCN(c2ccccc2)CC1)=C\c1ccccc1	3.1%	-2.5
Cc1c(NC(=O)OC(C)C)sc(=S)n1C	5.1%	.
CCSC1=N/C(=C\c2ccc(-c3ccccc3[N+](=O)[O-])o2)C(=O)S1	6.2%	.
CC(=O)Cn1ncc(N2CCCCC2)c(Cl)c1=O	-2.6%	.
Cn1nc(C(C)(C)C)c(NC(=O)c2ccc(F)cc2)c1C(C)(C)C	1.1%	38.5
CCOC(=O)c1ccc(NC(=O)c2ccc(NS(C)(=O)=O)cc2)cc1	-6.1%	.
CCOC(=O)N1CCN(c2ncnc3c2[nH]c2ccc(OC)cc23)CC1	2.5%	-18.3
CCOC(=O)N/N=C(\C)c1ccc(Br)cc1	2.4%	-9.3
CC1CCCCC1NC(=O)CSc1nnc(-c2ccccc2)n1N (stereo unspecified)	4.2%	-1.9
CC(Sc1ccc2ccccc2c1)C(=O)NC(N)=O (stereo unspecified)	5.9%	-4.0
COc1ccc([N+](=O)[O-])cc1NC(=O)CSCc1ccccc1C	-4.7%	.
CN1c2ccccc2Oc2nnc(Cl)cc21	-1.2%	-0.3
COc1cc(CNCc2ccccn2)ccc1OCc1ccc(Cl)cc1Cl	-9.5%	7.3
S=C(NCCc1ccccc1)NC1CCC(NC(=S)NCCc2ccccc2)CC1 (stereo unspecified)	2.9%	-7.3

# A second format for 2 compounds above:
# The line under a structure holds: M. tuberculosis GlmU, Mtb RmlCD inh
- CC(C)CNC(=O)NC(=O)COC(=O)Cn1cnc2ccccc2c1=O
  -2.1%, .
- COc1ccc(CCNC(=O)C2CCN(S(=O)(=O)c3cccc4nsnc34)CC2)cc1OC
  -2.8%, 5.3

# (next part)
mol	M. tuberculosis GlmU	Mtb RmlCD inh
N/C(Cc1ccc(Cl)cc1Cl)=N\OC(=O)c1cccs1	4.2%	.
CCCCCCN(C(=O)CCCCCN1C(=O)NC(c2ccc(-c3ccccc3)cc2)C(C(=O)OCc2ccccc2)=C1C)C(C(=O)NCCCC)c1ccc(OCC(=O)OC)c(C(=O)OC)c1 (stereo unspecified)	-2.1%	.
Cn1cnnc1SCC(=O)Nc1ccc(S(=O)(=O)N2CCCC2)cc1	4.3%	.
CC1(c2nnc(-c3ccc(Cl)cc3)o2)CC(c2cccnc2)=NO1 (stereo unspecified)	-3.2%	.
CC(C(=O)NCC1CCCCC1)N1CCc2ccccc2C1 (stereo unspecified)	0.9%	-6.5
Cn1c(CCN2CCOCC2)nc2cc(NC(=O)c3cccs3)ccc21	-0.2%	-1.3
CCC(=NCC1CCCO1)c1c(O)n(-c2ccccc2C)c(=O)[nH]c1=O (stereo unspecified)	2.8%	67.3
Cc1nc([N+](=O)[O-])c(Br)n1Cc1ccccc1	-0.7%	3.1
CCOC(=O)/C(C#N)=C\c1c(C)cc(C)c(COC(C)=O)c1C	0.2%	.
Cc1ccc(OCC(=O)Nc2cccc(-c3nnc(-c4ccccc4)o3)c2)cc1	.	-2.2
Cc1ccc(S(=O)(=O)NCC(=O)OCC(=O)NC(=O)c2cccn2C)cc1	2.0%	-6.0
Cc1oc(S(=O)(=O)N2CCOCC2)cc1C(=O)Nc1ccc(Cl)cc1	4.0%	-14.4
CCOc1ccc(N2C(=O)Nc3ccccc3C2(O)C(=O)N2CCN(c3ccccn3)CC2)cc1 (stereo unspecified)	2.6%	-6.4
Cc1sc2ncnc(Sc3nc4ccccc4s3)c2c1C	0.9%	.
O=C(COc1ccc(Cl)cc1Cl)N1CCCCCC1	-0.3%	4.0
O=C(N/N=C/c1ccc(Sc2ccccn2)o1)c1cccc([N+](=O)[O-])c1	-5.4%	.
COCCCn1c(C)nnc1-c1cnn(-c2ccccc2)c1N	-2.5%	-0.4
CC(=O)NS(=O)(=O)c1ccc(NC(=O)CCC2CCCC2)cc1	-4.5%	.
Cc1cc(C(=O)CSc2nc3ccccc3c(=O)n2C)c(C)n1Cc1ccc2c(c1)OCO2	0.9%&-0.9%	8.2
O=C1NC2(CCCC2)C(=O)N1CCS(=O)(=O)Oc1ccccc1	8.1%	23.1
Cc1ccc(CCNC(=O)CN2C(=O)COc3ccccc32)cc1	-7.3%	-7.1
O=C(Nc1ccccc1O)c1c(O)c2c([nH]c1=O)CCCC2	-0.7%	2.6
CCCCNC(=O)Cn1cnc2sc(C(=O)OCC)c(C)c2c1=O	0.9%	.
CCOC(=O)C(NC(=O)CCl)(Nc1sc(C)c(CC)c1C#N)C(F)(F)F (stereo unspecified)	-1.3%	-11.2
Cc1c(C(=O)c2ccc(Cl)c([N+](=O)[O-])c2)c2ccccn2c1CCC#N	-4.0%	.
Cc1ccc(CNC(=O)CSc2ccsc2[N+](=O)[O-])cc1	-3.4%	9.9
CN(C)CCOC(=O)c1sc2ccccc2c1Cl	-0.9%	-5.8
COC(=O)c1cc(-c2ccc3c(c2)OCO3)nc2ccccc12	-0.5%	7.0
COc1ccc(C2c3ccc(O)cc3Oc3ncn(Cc4ccccc4)c(=N)c32)cc1OC (stereo unspecified)	1.7%	-9.7
O=C(Oc1ccc(N(Cc2cccs2)C2=NS(=O)(=O)c3ccccc32)cc1)c1ccc(Cl)cc1	1.4%	12.1
O=C(Nc1ncc(S(=O)(=O)c2ccc([N+](=O)[O-])cc2)s1)c1cccc2ccccc12	-1.2%	-51.2
CCc1noc(C)c1C(=O)NCCc1ccc(OC)c(OC)c1	-0.5%	-6.4
O=C(Nc1ccc(N2CCOCC2)cc1)c1ccc(S(=O)(=O)N2CCCCC2)cc1	1.4%	-12.9
COc1cc2c(cc1OC)CN(c1nc(CN3CCOCC3)nc3sc4c(c13)CCC(C)C4)CC2 (stereo unspecified)	0.1%	.
CCN(CC)CCNC(=O)CCCCn1c(=S)[nH]c2c([nH]c3ccc(OC)cc32)c1=O	3.4%	.
CCS(=O)(=O)N1CCC(C(=O)NCc2cccs2)CC1	6.2%	4.0
O=C(CSCc1cccc(F)c1)NCc1ccccc1	0.7%	-11.9
CCCn1c(C)cc(C(=O)CN2C(=O)c3ccccc3C2=O)c1C	0.2%	.
Cc1ccc(NC(=O)N2CCC(C(=O)NCC(C)C)CC2)cc1	4.9%	-7.6
Cc1c(NS(=O)(=O)N2CCCC2)c(=O)n(-c2ccccc2)n1C	2.9%	9.6
